Pf Dd2 inh = qHTS Primary assay for Inhibitors of Plasmodium falciparum Dd2 growth in vitro; Potency, µM (series often up to 28.9 µM), for inactives: at the top dose activity, negative = inhibition, actives largely listed as inhibitors; 120,000 tested, 4.3% active; P. falciparum Dd2 growth, SYBR Green, 72 h; active = well fitted inhibition curve with a large enough effect; inconclusive = small, poorly fitted or top-dose-only effect; inactive = no such curve, though single readings can be large or run the other way;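 also: plate controls were DMSO vehicle for no effect and reference drug for full effect; nearly all actives have a fitted effect of over 65% in size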
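Infected erythrocytes (Dd2, 0.3% parasitemia, 2.5% hematocrit final) are added to compound in RPMI-1640/Albumax II medium, grown 72 h at 37C in low oxygen, then lysed with saponin/Triton-X containing SYBR Green and read by fluorescence.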
An asterisk follows results filed as active; i = inactive; ? = inconclusive; [ ] = another dose, or the depositor's remark. Potency is read from the fitted curve at half-maximal effect. The list is partial. The share of hits here may be higher or lower than overall.

Compound | Pf Dd2 inh
COc1ccccc1-c1nc(C2CC(=O)N(c3ccc(C)cc3)C2)no1 (stereo not drawn) | i
CCC(CNc1nc(CCN)nc2ccccc12)N(C)CC (stereo not drawn) | i
COc1ccc(NC(=O)CCSc2nc(-c3ccco3)cc(C(F)(F)F)n2)cc1 | i
O=C(c1cccc([N+](=O)[O-])c1)N1CCN(c2ccc(Nc3ccccc3)nn2)CC1 | 5.0%
Cc1cccc(OCC(=O)Nc2ccc(-c3nnc4n3CCCC4)cc2)c1 | ?
Cc1ccc(CN2CCC(N(CCC(C)C)C3CCOCC3)CC2)o1 | i
COc1ccc(-n2nc(C(=O)Nc3ccccc3OC)c3c4ccccc4n(C)c3c2=O)cc1Cl | -16.3%
Cn1cnc(S(=O)(=O)N2CC(N(C3CCOCC3)S(C)(=O)=O)C2)c1 | -0.6%
O=C(COc1ccccc1[N+](=O)[O-])Nc1ccc(-c2nc3ccccc3s2)cc1 | i
COc1ccc(CSc2nc3ccncc3n2Cc2nc(-c3ccc(OC)c(OC)c3)oc2C)cc1 | ?
COCC(=O)Nc1nc2c(s1)C[C@@H]1[C@](C)(CO)[C@H](O)CC[C@@]1(C)[C@@H]2CC(=O)NCc1cccnc1 | 13.3%
Cc1ccc(CNC(=O)CN2C(=O)NC3(CCC(C)CC3)C2=O)cc1 (stereo not drawn) | 8.3%
Cc1cc(S(=O)(=O)C(CNC(=O)COc2ccc(Cl)cc2)c2cccs2)ccc1F (stereo not drawn) | -8.7%
Cn1c(CNC(=O)C2CC(=O)N(c3n[nH]c4ccccc34)C2)nc2ccccc21 (stereo not drawn) | -22.8%
COc1cc(OC)c(NC(=O)CCc2c(C)nc3ncnn3c2C)cc1Cl | 11.2%
COc1ccccc1C(=O)Nc1ccc2nc(SCC(=O)N(C)c3ccccc3)sc2c1 | 8.91µM*
Fc1ccc(Cc2noc(-c3nc(-c4ccncc4)no3)n2)cc1 | -14.5%
CCOc1ccc(OCC)c(NC(=O)c2cc(C)nc3c2c(C)nn3-c2cccc(Cl)c2C)c1 | 21.9%
Cc1noc([C@@H](C)NC(=O)Nc2cccnc2)c1C(=O)O | -4.5%[44.1 µM]
COc1ccc(CNC(=O)N2CCC3(C2)C(=O)N(C)c2ccccc23)cc1 (stereo not drawn) | -21.6%
C[C@@H]1CN(C(=O)c2cccc(-c3ncc[nH]3)c2)CC[C@@]1(O)C1CCOCC1 | -7.9%
COc1cccc(-c2cc(C(=O)N3CCC4(CC3)CC(OC)CCO4)[nH]n2)c1 (stereo not drawn) | ?
Cc1cc2c(SCC(=O)N3CC[C@@](C)(O)[C@@H](O)C3)ncnc2s1 | -19.1%
CN(C)S(=O)(=O)c1ccc(C(=O)Nc2c(C(=O)Nc3ccc(F)cc3)oc3ccccc23)cc1 | 13.1%
CC(=O)NC1(C)CCN(Cc2cnc(-c3ccccc3OCc3ccccc3)s2)CC1 | 11.2µM*

Additional entries
Compound | Pf Dd2 inh
N[C@@H](Cc1cnc[nH]1)C(=O)N1CCC(c2nccn2Cc2ccccn2)CC1 | -2.8%
COc1ccc2[nH]c3c(c2c1)CCNC31CCN(C(=O)C(C)C)CC1 | i
C[C@@]1(O)CCN(C(=O)C2(c3ccccc3)CC2)C[C@@H]1Cc1ccccc1 | -19.7%
COc1ccc(CC(=O)N2[C@H]3CC[C@@H]2c2cnc(-c4ccc(F)cc4)nc2C3)cc1OC | -2.7%
CC1(O)CCCN(c2ccc(-c3nc(CCCc4ccccc4)no3)cn2)C1 (stereo not drawn) | -1.3%
CCOCc1nc(C2CCCN(C(=O)NCc3ccc(F)cc3)C2)no1 (stereo not drawn) | 13.6%
Cc1noc(C)c1S(=O)(=O)N1CCN(C(=O)N2CC3CC(C2)[C@H]2CCCC(=O)N2C3)CC1 (stereo partly drawn) | 5.8%
O=C(CCn1c(=O)c2cccn2c2cccnc21)NCc1ccc(F)cc1 | ?
CCc1ccccc1S(=O)(=O)Cc1ccc(C(=O)NCCc2ccc(C)cc2)o1 | ?
COc1cccc(CN2C[C@@H]3C(C(=O)O)[C@@H]3C2)c1OCCn1ccnc1 (stereo partly drawn) | i
CCCn1cc(C(=O)N2C[C@H](c3ccccc3)[C@@H](N)C2)c(C)n1 | -8.9%
CC(=O)Nc1ccc(CC(=O)N2CCc3c(nc4cc(-c5ccccc5)[nH]n4c3=O)C2)cc1 | -8.3%
Cc1noc(-c2cccc(OC3CN(C(=O)c4cccn4C)C3)c2)n1 | 8.3%[5.79 µM]
COc1ccc(S(=O)(=O)Nc2ccc3c(c2)N(C(C)=O)CCC3)cc1F | 10µM*
CC(=O)NCC(=O)NCc1nnc2ccc(-c3ccc(C)c(C)c3)nn12 | -17.8%
Cc1ccc(C2=NC3(CCN(C(=O)c4ccncc4)CC3)ON2)cc1 | -24.5%
COc1ccc(C(=O)N2CCC(c3n[nH]c(=O)n3Cc3ccc(F)cc3)CC2)cc1F | ?
CN(Cc1ccccc1)C(=O)C1(C)CCCc2cnc(Nc3cccnc3)nc21 (stereo not drawn) | i
CN1CCC(CNC(=O)c2cc(-c3ccc(F)cc3)cc3ncn(C)c23)CC1=O (stereo not drawn) | 6.2%[44.1 µM]
CN(C)c1nc2c(c(N3C[C@@H](CN4CCCC4)[C@@H](CO)C3)n1)CCCC2 | ?
CCOc1ccc(NC(=O)Cn2cc(C(=O)C3CC3)c3ccccc32)cc1 | 4.6%
CCN(CC)Cc1ccc2c(c1)CN(C(=O)Cc1c[nH]c3ccccc13)CCO2 | ?
CN1C[C@@H](NC(=O)c2cccnc2)C[C@H]1c1nc(-c2cnccn2)no1 | i
O=c1n(-c2ccc([N+](=O)[O-])cc2)nc2n1CCN(Cc1ccc(OC(F)(F)F)cc1)C2 | ?
Cc1ccc(C(=O)COC(=O)CCC(=O)Nc2ccc(Oc3ccccc3)cc2)cc1C | 20.7%

Entries above that contain a thiophene ring, fused or not, in the order listed:
Compound | Pf Dd2 inh
Cc1cc(S(=O)(=O)C(CNC(=O)COc2ccc(Cl)cc2)c2cccs2)ccc1F (stereo not drawn) | -8.7%
Cc1cc2c(SCC(=O)N3CC[C@@](C)(O)[C@@H](O)C3)ncnc2s1 | -19.1%

(further entries)
Compound | Pf Dd2 inh
O=C(Cc1cccs1)N1CCOc2ccc(CN3CCCCC3)cc2C1 | ?
O=C(NC1CCCCC1)C1CN(C(=O)c2cccc(C(F)(F)F)c2)CC12CCOCC2 (stereo not drawn) | ?
CCOc1ccc(CC(=O)N2C[C@@H](CO)[C@H](c3nc(C)no3)C2)cc1 | -8.1%
N#CCCN1CCN(C(=O)c2cn3ccnc(-c4ccc(F)cc4)c3n2)CC1 | i
COc1cccc(S(=O)(=O)N2CCC3(CC2)C(=O)NN=C3c2ccccn2)c1 | -20.6%
CN1CC(=O)N(C2CCNCC2)Cc2c(NCCOc3ccccc3)ncnc21 | -19.5%
CCC1(N2CCN(S(=O)(=O)c3ccc(F)c(C)c3)CC2)CCN(C(=O)C(C)C)C1 (stereo not drawn) | ?
Cc1ccc2oc(=O)n(CCC(=O)NC3CCCN(c4ncccn4)C3)c2c1 (stereo not drawn) | -14.7%
COc1ccc(S(=O)(=O)Nc2c(C)nc3nc[nH]n3c2=O)cc1 | 21.3%
Cc1c(C(=O)N2CCCCCC2)c(S(=O)(=O)Nc2cccc(C#N)c2)c(C)n1C | ?
Cc1cccc(Cn2c(C)c(CNC3CCCCCC3)c(C(=O)O)c2C)c1 | -6.8%
CNC(=O)CCNc1c(-c2cccc(F)c2)nc2cnccn12 | i
Cc1ccc(S(=O)Cc2ccc(C(=O)NCc3ccc(OC(C)C)cc3)o2)cc1 (stereo not drawn) | 10.4%
COc1cc(Nc2nc3ccc(Cl)cc3nc2-n2nc(C)cc2C)cc(OC)c1 | 19.2%[5.79 µM]
COCCN1CCCN(C(=O)c2ccc(F)c(F)c2)c2ccccc21 | i
CC(C)c1cc(C(=O)NC(C)c2nc(-c3cccnc3)no2)on1 (stereo not drawn) | -19.0%
COc1ccc(C(=O)NC2CCN(c3cc(-c4ccccc4)[nH]n3)CC2)c(C)c1 | i
COCc1noc(-c2ccc(NC[C@H]3CCc4ccccc4O3)nc2)n1 | -28.4%
CC(=O)N1CC2(CCCCN2Cc2ccc(Cl)cc2)Cc2ccccc21 (stereo not drawn) | 4.0%
O=C(NCCCn1nccc1C1CC1)C1NCCc2[nH]cnc21 (stereo not drawn) | 0.8%
O=C(NC1CCCCC1)N1CCC(c2noc(-c3ccccn3)n2)C1 (stereo not drawn) | -10.4%[5.79 µM]
Cc1cnc(C(=O)N[C@@H]2CCC[C@@H]2C(=O)N2CCN(C(C)C)CC2)cn1 | 9.2%
COc1ccc(-c2cc(N3CCCN(C(=O)c4cccc(Cl)c4)CC3)n[nH]2)cc1 | -13.5%
C=Cc1ccc(Cn2c(C)c(CNCc3cccc(Br)c3)c(C(=O)O)c2C)cc1 | -17.0%
COc1cc(NC(=O)CCNC(=O)Cn2cnc3ccccc3c2=O)cc(OC)c1OC | 60.2%[activator]

Five structures out of the list, sorted by length of the SMILES, descending.
Compound | Pf Dd2 inh
Cc1c(C(=O)N2CCCCCC2)c(S(=O)(=O)Nc2cccc(C#N)c2)c(C)n1C | ?
Cc1ccc(S(=O)Cc2ccc(C(=O)NCc3ccc(OC(C)C)cc3)o2)cc1 (stereo not drawn) | 10.4%
Cc1ccc2oc(=O)n(CCC(=O)NC3CCCN(c4ncccn4)C3)c2c1 (stereo not drawn) | -14.7%
COCc1noc(-c2ccc(NC[C@H]3CCc4ccccc4O3)nc2)n1 | -28.4%
COCCN1CCCN(C(=O)c2ccc(F)c(F)c2)c2ccccc21 | i

More compounds follow:
Molecule,Pf Dd2 inh
COc1ccc(OC)c(CN2CC[C@@H]3OCC(=O)N(Cc4ccccc4)[C@H]3CC2)c1,?
CCCNc1ccc2nnc(C)n2n1,3.4%
CC(C)CCN1CCC2(C1)C(=NC1CCCC1)NC(=O)N2c1cc(F)cc(F)c1 (stereo not drawn),8.91µM*
CCOc1ccc(N2CC(c3nc4ccccc4n3CCC3CCCCC3)CC2=O)cc1 (stereo not drawn),11.2µM*
CCc1ccccc1NC(=O)CN(c1cccc(C)c1C)S(C)(=O)=O,4.6%
Cc1oc2c(c1C(=O)N1CCOCC1)CN(CCC(C)C)CC2,-20.0%
CCc1ccccc1NC(=O)c1cc2nc(-c3ccc(Br)cc3)cc(C(F)(F)F)n2n1,?
NCCC(=O)N1CCC(n2nccc2NC(=O)c2ccc3c(c2)OCO3)CC1,1.9%
CCC(Sc1nnc(C)n2c1cc1occc12)C(=O)Nc1ccccc1F (stereo not drawn),?
COC(=O)c1ccccc1NC(=O)CCC(=O)N1CC(C)Sc2ccccc21 (stereo not drawn),-9.3%
COCCCNc1oc(-c2ccc(COc3ccccc3C)o2)nc1C#N,-27.2%
Cn1cccc1C(=O)N1CC[C@H](CO)[C@H](NC(=O)C2CC2)C1,-6.3%
CCOc1ccc(NC(=O)N2CCC3(CC2)SCC(=O)N3Cc2ccco2)cc1,i
Cc1ccc(N2CCC(NC(=O)Cc3cccs3)C2=O)cc1C (stereo not drawn),-13.3%
O=C(OCc1cc(=O)n2nc(-c3cccs3)sc2n1)c1ccccc1Br,13.8%
COc1ccc(C(=O)N[C@H]2C[C@H]3C(=O)NC[C@@H](CCC(=O)N4CCN(C)CC4)N3C2)cc1,-3.8%
Cn1cnnc1-c1nn(C)c2c1CN(C(=O)c1cc3ccccc3[nH]1)CC2,?
CCCn1ccc2c(OCC(=O)Nc3ccccc3OCC)cccc2c1=O,i
COCCn1c(C)cc(C(=O)N2CC(COC)C3(CCNCC3)C2)c1C (stereo not drawn),6.0%
Cc1nn(C)c(C)c1S(=O)(=O)N1[C@H]2CC[C@@H]1c1cnc(-c3ccc(F)cc3)nc1C2,-24.1%
Cc1ccc(S(=O)(=O)c2nnn3c2nc(N2CCC(C(N)=O)CC2)c2cc(Cl)ccc23)cc1C,-15.7%
CN(C)CCCN(C)c1nccc(C2(c3ccccc3Cl)CCNCC2)n1,?
O=C(C1CC1)N1CCC2(COc3ncccc3[S+](=O)([O-])N2)C1 (stereo not drawn),-19.9%
Cc1nc2c(c(C)nn2-c2ccccc2)c(C)c1CCC(=O)Nc1ccccc1,4.4%
NC(=O)c1ccc(OC2CCN(C(=O)CC3CCCCC3)C2)nc1 (stereo not drawn),-27.1%

Further results:
Molecule,Pf Dd2 inh
Cc1cnc(C2CC2)n1CC1CCNCC1,19.0%
CN1C(=O)C2(CCN(C(=O)Cc3cccc(F)c3)C2)c2ccccc21 (stereo not drawn),?
Cc1nnc(SCC(=O)Nc2ccc(Br)cc2)[nH]c1=O,21.1%
O=C(Cc1cn2ccsc2n1)NC1CC(c2nnc(CO)n2C2CC2)C1 (stereo not drawn),?
Cc1ccc(CN[C@@H]2CO[C@H](CNC(=O)CC(C)(C)C)[C@H]2O)cc1,i
Cn1cccc1C(=O)N1[C@@H]2CC[C@H]1CC(NC(=O)c1ccc(F)cc1)C2 (stereo partly drawn),?
COc1ccc(CC(=O)N2CCC(Cc3nc(-c4ccc(F)cc4)no3)CC2)cc1OC,-5.5%
COCCOc1cc(=O)n2c(c1C(=O)NC1CCC1)CCOCC2,13.3%
CO[C@H]1C(=O)N(C2CCN(C(=O)CCc3c[nH]c4ccccc34)CC2)[C@H]1c1ccncc1,-0.3%
CC(C)Cn1nc2n(c1=O)CCN(S(=O)(=O)Cc1ccccc1)CC2,2.9%
O=C([C@H]1C[C@H](Oc2cccnc2)CN1C(=O)Nc1cccc(F)c1)N1CCOCC1,-18.9%
COc1cc(CN(C)C(=O)c2c(C)noc2-c2ccc(C(C)(C)C)cc2)cc(OC)c1OC,-5.5%
CC(C)CC(=O)Nc1ccc(Cl)c(-c2nc3ccccc3[nH]2)c1,-11.2%
O=C(Cn1cc(C(F)(F)F)ccc1=O)N1CCn2nc(CO)cc2C1,-1.6%

Compound activity deposited in PubChem BioAssay by National Center for Advancing Translational Sciences (NCATS).
